From PubChem
HCMV inh: qHTS Assay for inhibitors of the human cytomegalovirus (HCMV) | HFF cells, HCMV-luciferase reporter, 72 h; stronger effect = lower value | activity change, negative = inhibition, % at 57.5 µM | hit rate 4.5% among 410,000 | AID 1259415, 2018; in the data active = activity change below about -60%; inconclusive = no clear call, values can overlap the other calls; inactive = above about -39%
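Two-dose cell screen: HFF monolayers treated with compounds and infected with luciferase-expressing HCMV at 1 PFU/cell, 72 h at 37C, then lysed for luciferase measurement.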
LmPK inhibitor: qHTS Assay for Inhibitors of Leishmania Mexicana Pyruvate Kinase (LmPK) | purified LmPK, Kinase-Glo ATP luminescence, 1 h | Potency, µM (doses to about 57.5 µM), inactives show top-dose activity change, negative = inhibition, actives largely listed as inhibitors | hit rate 0.37% among 290,000; note: potency is the fitted concentration of half-maximal effect
Target sequence (Q27686 whole entry, looked up): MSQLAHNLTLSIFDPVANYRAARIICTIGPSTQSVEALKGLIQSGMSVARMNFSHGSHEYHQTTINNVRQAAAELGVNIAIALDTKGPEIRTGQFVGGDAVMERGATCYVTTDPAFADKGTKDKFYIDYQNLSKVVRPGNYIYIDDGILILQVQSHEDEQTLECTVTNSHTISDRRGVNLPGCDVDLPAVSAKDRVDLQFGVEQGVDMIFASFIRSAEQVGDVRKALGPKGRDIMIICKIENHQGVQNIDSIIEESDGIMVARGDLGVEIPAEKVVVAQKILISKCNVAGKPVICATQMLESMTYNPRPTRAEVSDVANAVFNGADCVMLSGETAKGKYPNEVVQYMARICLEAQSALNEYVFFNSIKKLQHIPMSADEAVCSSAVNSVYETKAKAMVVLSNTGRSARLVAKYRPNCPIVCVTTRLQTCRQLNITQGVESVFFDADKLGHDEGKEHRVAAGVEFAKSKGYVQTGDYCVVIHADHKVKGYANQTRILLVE
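Screened at intermediate enzyme activity to detect both inhibitors and activators: LmPK at 0.1 nM, with a 0.5 nM enzyme column as activation reference. PEP 0.5 mM, ADP 0.1 mM; ATP detected by luminescence after 1 h.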
AmpC no deterg: qHTS Inhibitors of AmpC Beta-Lactamase (assay without detergent). AmpC nitrocefin hydrolysis, absorbance 480 nm, 0.0001% Triton. Potency, µM (top dose mostly 57.1 µM), inactives show at the highest dose activity change, negative = inhibition, usual class: inhibitors. hit rate 0.52% among 330,000. AID 485341, 2010;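 note: potency is the fitted concentration of half-maximal effect; plate controls were no compound for no effect and no enzyme for full effect; nearly all actives have a fitted effect of over 20% in size; some results filed as inactive show a strong effect at the top dose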
Target sequence (P00811 whole entry, looked up): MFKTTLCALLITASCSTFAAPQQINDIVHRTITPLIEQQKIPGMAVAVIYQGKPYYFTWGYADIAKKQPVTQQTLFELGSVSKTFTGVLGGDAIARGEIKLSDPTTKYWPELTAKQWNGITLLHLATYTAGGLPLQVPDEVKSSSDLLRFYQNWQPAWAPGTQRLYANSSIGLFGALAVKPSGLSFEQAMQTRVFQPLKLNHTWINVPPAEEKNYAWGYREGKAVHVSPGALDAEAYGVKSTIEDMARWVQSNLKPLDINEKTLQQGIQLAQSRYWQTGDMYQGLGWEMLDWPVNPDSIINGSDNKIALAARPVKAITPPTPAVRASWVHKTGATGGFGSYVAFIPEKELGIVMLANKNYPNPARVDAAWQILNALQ
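AmpC (5.3 nM in the dispensed reagent) in 20 mM phosphate pH 7.0 with 0.01% (detergent screen) or 0.0001% Triton X-100 was preincubated with compounds for 15 min at room temperature. Nitrocefin was then added from an 800 uM solution, and hydrolysis was followed at 480 nm.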
AMA1-RON2 inh: qHTS for Inhibitors of AMA1-RON; Towards Development of Antimalarial Drug Lead: Primary Screen; Plasmodium falciparum AMA1 (3D7) - RON2 peptide interaction; AlphaScreen AMA1-biotinylated RON2 peptide binding; Potency, µM (doses to about 58.2 µM), inactives show at the highest dose activity change, negative = inhibition, most hits filed as inhibitors; hit rate 0.2% among 360,000; AID 720542, 2013;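 note: potency is the fitted concentration of half-maximal effect; 0% = vehicle wells and -100% = peptide control; nearly all actives have a fitted effect of over 45% in size; some results filed as inactive show a strong effect at the top dose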
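AMA1 (3D7) with his tag at 25 nM final met compounds first, then biotinylated RON2 peptide at 25 nM; detection used donor plus acceptor beads, 10 µg/mL apiece, read by AlphaScreen after 30 min at room temperature.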
TbPYK inhibitor: qHTS of Trypanosoma Brucei Inhibitors | hit rate 0.12% among 410,000 | Potency, µM (doses to about 76.8 µM), inactives show at the highest dose activity, negative = inhibition, most hits filed as inhibitors | AID 624173, 2012 | TbPYK enzyme, Kinase-Glo Plus ATP luminescence, 45 min; note: potency is the fitted concentration of half-maximal effect; nearly all actives have a fitted effect of over 50% in size
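Luminescent Kinase-Glo Plus end-point after 45 min room-temperature reaction of T. brucei pyruvate kinase started with 130 uM ADP (final). Buffer TEA 50 mM pH 7.2 with KCl, MgCl2, BSA, Tween-20; titration-based qHTS with fitted concentration-effect curves.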
AmpC detergent: qHTS Inhibitors of AmpC Beta-Lactamase (assay with detergent); P00811; AmpC hydrolysis of nitrocefin, absorbance 480 nm, 0.01% Triton; Potency, µM (series often up to 114 µM), without a hit: at the top dose activity change, negative = inhibition, hits mostly inhibitors; hit rate 0.041% among 370,000; AID 485294, 2010;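 note: potency is the fitted concentration of half-maximal effect; 0% = no-compound wells and -100% = no-enzyme wells; nearly all actives have a fitted effect of over 25% in size; some results filed as inactive show a strong effect at the top dose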
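20 mM phosphate pH 7.0 + 0.01% (detergent screen) or 0.0001% Triton X-100; 5.3 nM AmpC reagent; cpd preinc 15 min RT; nitrocefin (800 uM stock) to start; A480 q20 s × 4 min; Activity was normalised to no-enzyme and no-compound control wells.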
HCV inhibitor: qHTS Assay for Inhibitors of Hepatitis C Virus (HCV) | AID 651820, 2012 | hit rate 3.4% among 340,000 | Huh7.5.1 HCVcc-Cre infection, luciferase reporter, 44 h | Potency, µM (top dose mostly 41.8 µM), for the others: at the highest dose activity change, negative = inhibition, actives largely listed as inhibitors; note: potency is the fitted concentration of half-maximal effect
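HCVcc-Cre virus at an moi near 0.5 was added right after compound to cells cultured 4 h from seeding (1,000 cells/well). Luciferase activity was determined 44 h later, 15 min after substrate addition at RT.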
The depositor's hits bear a star; ? = inconclusive; / = not tested or not shown; [ ] = another dose, or the depositor's remark. Unless noted, calls come from the whole dose curve; as a rule, active = well fitted curve in the direction sought with a large enough effect; inconclusive = small, poorly fitted or top-dose-only effect, or another doubt; inactive = no such curve, though single readings can be large; an effect the other way counts as inactive or inconclusive. Unless noted, % is set by controls: 0 for no effect and ±100 for the full control effect.

SMILES	HCMV inh	LmPK inhibitor	AmpC no deterg	AMA1-RON2 inh	TbPYK inhibitor	AmpC detergent	HCV inhibitor
O=C(Nc1c2c(nn1-c1ccc(F)cc1)CS(=O)(=O)C2)C1CCCC1	-27.0	-1.2%	-13.1%	-2.8%	0.4%	-11.7%	0.9%
CC(=O)C1C(c2cn(-c3ccccc3)nc2-c2cccs2)NC(=O)NC1(O)C(F)(F)F (stereo not drawn)	/	0.3%	-14.9%	-7.9%	4.0%	2.0%	26.3%
Cc1cc(S(=O)(=O)N2CCN(C(=O)c3ccco3)CC2)ccc1F	-20.9	-1.6%	0.5%	14.1%	2.2%	?	13.9%
CC(=O)Nc1cccc(NC(=O)C(=O)c2cn(CC(=O)N3CCCCC3)c3ccccc23)c1	33.8	1.8%[11.5 µM]	153.1%[activator]	16.3%	-3.2%	-0.6%	-3.9%
COc1cc(NC(=O)c2ccccc2)c(OC)cc1NC(=O)Cc1ccc(F)cc1	-24.6	7.0%	-5.1%	15.7%	-1.9%	-11.6%	?
CCNC(=O)NC(=O)CSc1ccc(S(=O)(=O)N2CCCCC2)cn1	-2.5	/	-17.0%	-1.8%[11.6 µM]	-1.0%	-13.7%	-28.5%
CC(=O)c1cccc(Nc2ncnc3c2cnn3C)c1	-11.6	/	/	/	-2.0%	-2.3%	/
C#CCNCCS(=O)(=O)N(Cc1ccc(Br)cc1)[C@@H](CC(C)C)C(=O)O	11.0	/	42.1%	-1.5%	1.1%	/	-3.2%
Nc1c(NC=O)c(=O)n(Cc2ccccc2)c(=O)n1Cc1ccccc1	20.4	/	/	3.4%	-2.2%	/	10.5%
COc1cccc(-c2ccc3c(c2)C2CC3CCN2C(=O)c2ccc(Cl)cc2)c1 (stereo not drawn)	22.9	/	/	-19.1%	5.4%	/	0.3%
O=C(N/N=C/c1cn(-c2ccccc2)nc1-c1cccs1)c1ccccc1F	/	2.6%	-21.0%	31.0%[activator]	1.1%	-5.0%	?
CC1Cc2ccccc2N1C(=O)CN1CCCCC1 (stereo not drawn)	-16.1	-6.7%	-11.4%	-0.8%	-6.8%	0.0%	-15.8%
N/C(=N\S(=O)(=O)c1cc(C(F)(F)F)cc(C(F)(F)F)c1)c1ccccc1	-4.0	2.4%	-6.8%	11.7%	-3.2%	0.7%	-25.6%
O=C(CSc1nnc(C2CC2)n1C1CC1)c1ccc(Br)s1	-34.7	/	-6.5%	2.9%	-5.5%	/	-15.5%
CCOc1ccc(C(C)=O)cc1COc1ccc(-c2nnco2)cc1	14.0	-7.1%	167.4%[activator]	-0.8%	1.0%	1.4%	?
CCc1ccc(N(C(=O)Cn2nnc(-c3ccccc3)n2)C(C(=O)NC2CCCCC2)c2ccccn2)cc1 (stereo not drawn)	51.0	3.9%	-19.0%	-8.1%[11.6 µM]	2.6%	12.1%	-13.8%
CCOC(=O)N1CCN(C(=O)CN(c2ccccc2)S(C)(=O)=O)CC1	-3.3	-2.6%	-0.9%	7.6%	1.5%	4.4%	-7.6%
O=C1/C(=C/c2ccc([N+](=O)[O-])cc2)CCC1C1CCCC1 (stereo not drawn)	-9.3	14.4%	-22.2%	29.6%	-1.1%	1.1%	15.3%
COc1ccc(C(=O)c2ccc(C)cc2)c(OC)c1OC	0.2	/	/	5.1%	-0.8%	/	?
O=[N+]([O-])c1cccc2c(S(=O)(=O)N3CCCCC3)cccc12	-32.5	2.1%	-25.5%	-11.2%	-8.1%	3.1%	1.1%
Cc1c(C(=O)N2CCC[C@H]2CO)oc2c(F)cccc12	77.7	-3.9%	-10.6%	0.0%	-1.1%	?	-17.0%
Cc1c(NC(=O)c2cc(=O)c3ccccc3o2)c(=O)n(-c2ccccc2)n1C	2.2	/	/	/	0.0%	11.6%	/
CCc1ccc(NC(=O)c2cccn(Cc3cccc([N+](=O)[O-])c3)c2=O)cc1	-11.3	/	/	/	-1.4%	0.8%	/
O=S(=O)(Nc1cccc(Cl)c1)c1ccc(-n2cccn2)cc1	-15.3	-9.2%	-37.6%	3.4%	-2.4%	-15.6%	5.7%
CCN1C(=O)/C(=C\c2cn(-c3ccccc3)nc2-c2cccnc2)SC1=S	75.7	-1.6%	-22.0%	-3.5%	-2.6%	-0.9%	-3.1%

Filtered by structure: the compounds so far containing a furan ring, fused or not.
SMILES	HCMV inh	LmPK inhibitor	AmpC no deterg	AMA1-RON2 inh	TbPYK inhibitor	AmpC detergent	HCV inhibitor
Cc1cc(S(=O)(=O)N2CCN(C(=O)c3ccco3)CC2)ccc1F	-20.9	-1.6%	0.5%	14.1%	2.2%	?	13.9%
Cc1c(C(=O)N2CCC[C@H]2CO)oc2c(F)cccc12	77.7	-3.9%	-10.6%	0.0%	-1.1%	?	-17.0%

Remaining list, next part.
SMILES	HCMV inh	LmPK inhibitor	AmpC no deterg	AMA1-RON2 inh	TbPYK inhibitor	AmpC detergent	HCV inhibitor
CCOC(=O)C1CCN(S(=O)(=O)c2ccc(C(C)=O)cc2)CC1	1.1	3.1%	-5.7%	12.0%	1.9%	-7.0%	8.8%
O=C(Nc1ccccc1C(=O)N1CCCC1)c1cccc(S(=O)(=O)N2CCCCC2)c1	-13.5	4.8%	/	3.7%	4.7%	-3.3%	-3.3%
O=C(NCC(c1ccco1)N1CCCC1)c1cccc(S(=O)(=O)N2CCc3ccccc32)c1 (stereo not drawn)	?	/	/	-6.6%	-6.9%	/	/
Cc1ccc(NC(=O)CCl)cc1S(=O)(=O)N1CCCCCC1	-97.7*	8.8%	-10.9%	11.2%	1.4%	?	?
COc1cccc(/C=N/NC(=O)CNC(=O)c2ccco2)c1O	-2.6	-2.0%	-2.9%	113.8%[activator]	-3.3%	-3.8%	-3.7%
COc1ccc(C(=O)C2CCCN(C(=O)c3cc(C)on3)C2)cc1F (stereo not drawn)	-0.6	3.3%	1.6%	8.3%	-0.2%	-8.8%	-25.0%
CCc1ccc(CN2CCC(n3nccc3NC(=O)c3ccccc3Cl)CC2)cc1	-9.5	-9.0%	96.5%[activator]	-2.0%	6.5%	1.1%	?
O=C(CSc1ccc(-c2ccc(F)cc2)nn1)N1CCCc2ccccc21	/	1.5%	-1.3%	-18.5%	-5.2%	?	?
COc1ccc2c(c1OC)C(=O)N1N=C(c3ccc(O)cc3)CC21 (stereo not drawn)	20.7	-1.5%	-8.7%	-3.1%	1.7%	-8.5%	9.0%
COc1ccc(NC(=S)NC(=O)c2cncc(Br)c2)cc1	-37.5	/	/	78.6%[activator]	-3.0%	/	-6.8%
CCOCCCn1c(SCC(=O)Nc2ccccc2CC)nc2ccccc2c1=O	-25.3	/	/	/	-1.0%	-3.0%	/
CCCCn1c(N)c(N(CC(C)C)C(=O)CN2C(=O)c3ccccc3C2=O)c(=O)[nH]c1=O	2.0	/	-18.9%	-13.7%	3.8%	?	16.3%
COC(=O)c1ccccc1NC(=O)c1ccc(COc2cccc3ccccc23)o1	121.3	-0.1%	-26.9%	-12.2%	1.4%	1.5%	-15.8%
Cn1cccc1C(=O)c1ccc(Cl)cc1Cl	-6.8	0.5%	-19.2%	4.0%	-5.3%	?	-1.0%
COC(=O)c1c(C)sc(-c2c(-c3ccc(F)cc3)[nH]c3[nH]c(=O)[nH]c(=O)c23)c1O	-10.6	/	/	/	-18.5%	-2.2%	/
O=C(CSc1nnc(-c2ccc3c(c2)OCO3)n1-c1ccccc1)c1ccc(Cl)cc1	-30.5	1.8%	-24.2%	-4.9%	6.8%	-8.6%	?
CS(=O)(=O)c1ccc(C(=O)OC2CCOC2=O)cc1[N+](=O)[O-] (stereo not drawn)	?	-0.2%	-18.7%	6.9%	-0.3%	-5.6%	?
FC(F)(F)c1ccc(CN2CCN(Cc3ccco3)CC2)cc1	6.4	-8.5%	140.3%[activator]	-5.9%	15.5%	-7.1%	3.2%
N#Cc1c(NC(=O)C2CC=CCC2C(=O)O)sc2c1CCCCCC2 (stereo not drawn)	-36.8	6.2%	-24.0%	-21.8%	-19.3%	-14.5%	1.5%
CC(C)CC(NC(=O)C1CCCCC1)C(=O)NCc1ccccn1 (stereo not drawn)	13.2	-0.1%	-21.7%	4.8%	?	-7.8%	9.9%
COc1ccc(C(=O)Nc2cccc(/C(C)=N/NC(=O)c3ccc([N+](=O)[O-])cc3)c2)cc1OC	-11.6	7.7%	-38.4%	-0.8%	-0.8%	?	?
Cn1cc(/C=C(\NC(=O)c2ccccc2Cl)C(=O)NCCN2CCOCC2)c2ccccc21	-17.3	0.8%	60.2%[activator]	0.0%	4.9%	-5.3%	14.5%
Cn1nc(C(=O)NCc2ccc(F)cc2)c2ccccc2c1=O	53.6	-1.2%	-6.2%	5.8%	0.2%	-9.6%	14.9%
O=C(C[C@@H]1C/C=C\C[C@H](Cc2ccc(F)cc2)C(=O)OC[C@@H](Cc2c[nH]c3ccccc23)NC1=O)NCCO	15.4	/	252.5%[activator]	-5.8%	3.6%	/	-12.2%
CCc1nc2ccccc2nc1N1CCN(S(=O)(=O)c2c(C)cc(Cl)cc2C)CC1	-24.9	-8.4%	-35.9%	2.0%	1.4%	9.7%	-16.1%
COc1nnc(-c2ccc(C)c(S(=O)(=O)NC(C)(C)CO)c2)c2ccccc12	37.0	-0.5%	107.1%[activator]	7.4%	-15.7%	?	-17.8%
Cc1nc(-c2ccccc2)sc1-c1nc(-c2ccncc2)ncc1S(=O)(=O)c1ccccc1	-81.8*	2.9%	0.8%	2.2%	-3.9%	-0.6%	?

Part of the list above, field by field:
CS(=O)(=O)c1ccc(C(=O)OC2CCOC2=O)cc1[N+](=O)[O-] (stereo not drawn)
  HCMV inh = ?
  LmPK inhibitor = -0.2%
  AmpC no deterg = -18.7%
  AMA1-RON2 inh = 6.9%
  TbPYK inhibitor = -0.3%
  AmpC detergent = -5.6%
  HCV inhibitor = ?

FC(F)(F)c1ccc(CN2CCN(Cc3ccco3)CC2)cc1
  HCMV inh = 6.4
  LmPK inhibitor = -8.5%
  AmpC no deterg = 140.3%[activator]
  AMA1-RON2 inh = -5.9%
  TbPYK inhibitor = 15.5%
  AmpC detergent = -7.1%
  HCV inhibitor = 3.2%
